GASC-1 inh: blocks human GASC-1 demethylase activity. hit rate 0.069% among 330,000. inhibition, % at 2.35 µM. AID 2099. GST-JMJD2C(1-420) H3K9me3 demethylation, DELFIA europium;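 active = more than half of a compound's replicate wells show inhibition beyond 50%, single wells judged on their own value; inconclusive = some, but no more than half, of replicates pass 50% inhibition; inactive = no replicate passes 50% inhibition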;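 note: signal counts dimethyl H3K9 product captured on neutravidin plate; 0% = median of DMSO wells and 100% = 0.3 times that DMSO median; strong numbers were not always called active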
AGP1 TOR yeast: modulators of TOR pathway AGP1-GFP in S. cerevisiae | S. cerevisiae AGP1-GFP multiplex flow cytometry, 3 h; GFP as percent of DMSO wells | GFP response vs DMSO, % at 10 µM | hit rate 0.02% among 320,000 | AID 2066;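 active = GFP response relative to DMSO above a set limit, near screen average plus 3 SD, cut at about 150% in these data; inconclusive = fewer than 70 cells counted for the yeast strain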;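 note: median GFP channel fluorescence of the gated AGP1 strain per well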
LAP4 TOR yeast: modulators of TOR pathway LAP4-GFP in S. cerevisiae | S. cerevisiae LAP4-GFP multiplex, flow cytometry GFP, 3 h; median GFP as percent of DMSO wells | GFP response vs DMSO, % at 10 µM | hit rate 0.34% among 320,000 | AID 2023;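 active = GFP response vs DMSO above a set limit, about the screen mean plus 3 SD, cut at about 150% in these data; inconclusive = under 70 cell events counted for the yeast strain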
RPL19A-GFP yeast: modulators of TOR pathway RPL19A-GFP in S. cerevisiae | S. cerevisiae RPL19A-GFP strain, flow cytometry, 3 h; active compounds read low | percent response vs DMSO, % at 10 µM | hit rate 0.3% among 330,000;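 active = percent response vs DMSO below 50%; inconclusive = fewer than 70 events counted for the yeast strain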;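 note: median channel GFP fluorescence of the barcoded RPL19A-GFP strain; ratio of sample median GFP to plate DMSO average so 100% = DMSO; lower means less RPL19A-GFP as with rapamycin TOR inhibition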
CIT2 TOR yeast: yeast TOR pathway CIT2-GFP modulation; hit rate 0.065% among 320,000; GFP response vs DMSO, % at 10 µM; S. cerevisiae CIT2-GFP strain, flow cytometry, 3 h; 100 means same as DMSO wells;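 active = GFP response relative to DMSO above a set limit, near the screen mean plus 3 SD, cut at about 150% in these data; inconclusive = Fewer than 70 cells measured for a yeast strain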;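 note: ratio of well median GFP fluorescence to mean of DMSO wells on the plate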
VLA-4 inh: inhibition in a human VLA-4 binding assay | VLA-4 expressing cells, ligand binding flow cytometry | inhibition, % (about 7 µM as worked out from the volumes in the protocol) | hit rate 0.2% among 330,000; in the data active = inhibition above about 50%
MEP2 TOR yeast: modulators of TOR pathway MEP2-GFP in S. cerevisiae; hit rate 0.51% among 330,000; AID 2016; S. cerevisiae MEP2-GFP strain, flow cytometry GFP, 3 h; 100% = DMSO control level; GFP response vs DMSO, % at 10 µM;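 active = GFP response versus DMSO above a set limit, roughly screen mean plus 3 SD, cut at about 180% in these data; inconclusive = fewer than 70 cells counted for a yeast strain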;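 note: median GFP fluorescence of the barcode-gated MEP2-GFP cells per well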
GRK2 aptamer HTS: human GRK2 inhibition via aptamer displacement; bead flow cytometry, FAM-aptamer displacement from GRK2; inhibition of aptamer binding, % at 10 µM; hit rate 0.59% among 330,000; AID 488847;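 active = inhibition of aptamer binding above 40%, roughly 3 SD of noise, on plates passing a quality check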;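 note: median bead fluorescence of bound FAM aptamer so fluorescent compounds give negative values; no value below 0 was filed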
Target sequence (P25098 whole entry, looked up): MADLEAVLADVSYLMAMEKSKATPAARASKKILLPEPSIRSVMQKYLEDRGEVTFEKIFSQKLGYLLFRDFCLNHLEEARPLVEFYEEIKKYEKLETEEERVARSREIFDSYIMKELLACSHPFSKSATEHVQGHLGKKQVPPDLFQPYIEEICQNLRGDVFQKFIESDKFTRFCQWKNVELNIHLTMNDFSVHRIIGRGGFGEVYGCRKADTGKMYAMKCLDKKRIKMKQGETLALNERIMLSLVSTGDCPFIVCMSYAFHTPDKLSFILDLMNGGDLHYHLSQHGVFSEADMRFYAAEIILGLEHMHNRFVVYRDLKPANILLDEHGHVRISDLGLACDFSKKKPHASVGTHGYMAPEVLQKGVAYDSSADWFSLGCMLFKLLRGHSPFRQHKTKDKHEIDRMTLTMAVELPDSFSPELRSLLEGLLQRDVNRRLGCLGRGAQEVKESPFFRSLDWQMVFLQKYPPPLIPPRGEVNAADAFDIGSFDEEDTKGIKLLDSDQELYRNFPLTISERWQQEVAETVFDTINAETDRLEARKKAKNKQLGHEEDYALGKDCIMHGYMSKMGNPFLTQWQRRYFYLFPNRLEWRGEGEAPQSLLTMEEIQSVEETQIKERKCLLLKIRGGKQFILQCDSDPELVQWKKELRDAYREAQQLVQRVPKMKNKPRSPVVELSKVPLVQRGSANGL
* = called active by the depositor; ? = inconclusive; . = no result given; [ ] = dose if it differs, or a comment. Rows were taken by chance. About 1.7% of those tested had a hit in this group.

No.	molecule	GASC-1 inh	AGP1 TOR yeast	LAP4 TOR yeast	RPL19A-GFP yeast	CIT2 TOR yeast	VLA-4 inh	MEP2 TOR yeast	GRK2 aptamer HTS
1	CC(O)(CS(=O)(=O)Cc1ccccc1)c1ccc(Cl)cc1 (stereo unspecified)	5	95	94	98	103	-8	103	0
2	O=C(c1c[nH]c2ccccc12)C(O)C(c1ccccc1)N1CCOCC1 (stereo unspecified)	-5	96	97	94	107	4	95	0
3	O=[N+]([O-])c1cc(C(F)(F)F)c(Cl)cc1N1CCN(CCO)CC1	-5	98	96	105	101	14	103	5
4	COc1ccc(Cl)cc1N/C(N)=N/c1nc(C)cc(C)n1	-7	103	98	100	102	2	107	1
5	O=C(O)C1=C(C(=O)N2CCN(C(=O)c3ccco3)CC2)CCCC1	-2	103	96	100	105	0	100	1
6	COc1ccc(NC(=O)C2C(=O)N(C)C3(C)CC2c2ccccc2O3)cc1 (stereo unspecified)	18	105	105	102	103	-6	103	3
7	N=C1c2ccccc2CN1NC(=O)CC12CC3CC(CC(C3)C1)C2	23	100	106	103	96	8	102	2
8	CCNc1nc(SCCOc2ccccc2)nc(N(C)C)n1	-1	96	105	100	100	6	102	3
9	CCOc1ccc(CN(C)CC(O)COC(c2ccc(OC)cc2)c2ccc(OC)cc2)cc1 (stereo unspecified)	-21	102	93	100	103	-2	100	0
10	COCCNC(=O)C(c1ccc(O)cc1)N(Cc1ccco1)C(=O)CCC(=O)Nc1ccccn1 (stereo unspecified)	-1	?	78[may fluoresce violet]	48*[may fluoresce violet]	?	-3	230*[may fluoresce violet]	3
11	COc1ccc(Nc2ccc(OC)cc2)cc1	-1	95	110	93	87	2	98	3
12	CCOc1cc(/C=N/NC(=O)COc2ccc(Cl)cc2)ccc1OS(=O)(=O)c1ccccc1	-11	102	101	103	96	10	100	2
13	CCOC1=C/C(=C/c2c(N)n3nc(S(=O)(=O)CC)sc3nc2=O)C=CC1=O	13	101	77	101	107	-19	107	2
14	CCNC(=S)NC(=NCc1cccnc1)Nc1nc(C)cc(C)n1	76*	108	99	105	106	-8	106	0
15	Fc1cccc(F)c1-n1c(CN2CCCC2)csc1=S	12	103	92	103	96	8	99	0
16	Cc1ccc(N2C(=O)c3ccccc3C(C)(C)C2=O)cc1	-3	96	90	96	95	7	104	2

A run of entries taken from the entries so far, for reference:
No.	molecule	GASC-1 inh	AGP1 TOR yeast	LAP4 TOR yeast	RPL19A-GFP yeast	CIT2 TOR yeast	VLA-4 inh	MEP2 TOR yeast	GRK2 aptamer HTS
6	COc1ccc(NC(=O)C2C(=O)N(C)C3(C)CC2c2ccccc2O3)cc1 (stereo unspecified)	18	105	105	102	103	-6	103	3
7	N=C1c2ccccc2CN1NC(=O)CC12CC3CC(CC(C3)C1)C2	23	100	106	103	96	8	102	2
8	CCNc1nc(SCCOc2ccccc2)nc(N(C)C)n1	-1	96	105	100	100	6	102	3
9	CCOc1ccc(CN(C)CC(O)COC(c2ccc(OC)cc2)c2ccc(OC)cc2)cc1 (stereo unspecified)	-21	102	93	100	103	-2	100	0
10	COCCNC(=O)C(c1ccc(O)cc1)N(Cc1ccco1)C(=O)CCC(=O)Nc1ccccn1 (stereo unspecified)	-1	?	78[may fluoresce violet]	48*[may fluoresce violet]	?	-3	230*[may fluoresce violet]	3
11	COc1ccc(Nc2ccc(OC)cc2)cc1	-1	95	110	93	87	2	98	3
12	CCOc1cc(/C=N/NC(=O)COc2ccc(Cl)cc2)ccc1OS(=O)(=O)c1ccccc1	-11	102	101	103	96	10	100	2
13	CCOC1=C/C(=C/c2c(N)n3nc(S(=O)(=O)CC)sc3nc2=O)C=CC1=O	13	101	77	101	107	-19	107	2
14	CCNC(=S)NC(=NCc1cccnc1)Nc1nc(C)cc(C)n1	76*	108	99	105	106	-8	106	0
15	Fc1cccc(F)c1-n1c(CN2CCCC2)csc1=S	12	103	92	103	96	8	99	0
16	Cc1ccc(N2C(=O)c3ccccc3C(C)(C)C2=O)cc1	-3	96	90	96	95	7	104	2

Other records
No.	molecule	GASC-1 inh	AGP1 TOR yeast	LAP4 TOR yeast	RPL19A-GFP yeast	CIT2 TOR yeast	VLA-4 inh	MEP2 TOR yeast	GRK2 aptamer HTS
17	COc1ccc(C(=O)NC2CCCc3c2cnn3-c2cccc(C)c2C)c(OC)n1 (stereo unspecified)	-2	84	105	104	103	-4	102	0
18	CCOC(=O)c1cc(-c2ccccc2)nn1CC1CC(c2ccc(Cl)cc2)=NO1 (stereo unspecified)	-1	85	134	101	90	13	95	3
19	c1ccc(CN2CCN(CCOCCOc3ccc4c(c3)CCC4)CC2)cc1	1	113	116	107	108	8	118	2
20	CN(C(=O)Nc1ccccc1)C1CCS(=O)(=O)C1 (stereo unspecified)	5	101	97	96	95	5	103	1
21	O=[N+]([O-])c1cccc(/C=N/Nc2ccccn2)c1	-1	95	95	97	100	6	104	2
22	CC(C#N)OC(=O)c1cccnc1SCC(=O)Nc1ccc2c(c1)OCO2 (stereo unspecified)	1	107	102	103	109	5	105	0
23	CCC(C)(C)NC(=O)C(c1ccncc1)N(Cc1ccc(C)cc1)C(=O)c1csnn1 (stereo unspecified)	-3	.	104	92	94	-6	96	2
24	O=C(CC(C(=O)O)c1ccccc1)c1cccs1 (stereo unspecified)	1	113	118	104	105	1	109	0
25	CC1CCN(Cc2cc(=O)oc3cc(O)c(Cl)cc23)CC1	-3	94	87	101	97	2	98	1
26	Cc1cc(/C=C(\C#N)C(=O)NCCc2c[nH]c3ccccc23)c(C)n1C	-12	95	90	99	102	-9	105	0
27	O=C(C1CCCN(S(=O)(=O)c2ccccc2)C1)N1CCCCCC1 (stereo unspecified)	28	107	99	106	103	2	106	1
28	COC(=O)c1ccc(Cn2cnc3c(cnn3-c3ccc(F)cc3)c2=O)o1	-7	97	112	95	96	4	107	0
29	CC(=O)Nc1ccc2c(c1)nc(CCN1CCN(C)CC1)n2C	-10	104	104	101	109	13	112	0
30	FC(F)Oc1ccc(NC(=S)Nc2ccc3cn[nH]c3c2)cc1	-4	106	110	99	100	0	98	3
31	CCOC(=O)C1CCN(C(=O)c2sc3nc(C)nc(N4CCC(C)CC4)c3c2C)CC1	1	100	106	102	96	2	104	1
32	NS(=O)(=O)c1ccc(NC(=O)c2cc(=O)c3ccccc3o2)cc1	4	?	78[may fluoresce red]	?	94[may fluoresce red]	5	86[may fluoresce red]	0
33	CC(C)(C)C(=O)Nc1ccc(NC(=O)c2ccco2)nc1	-4	93	100	102	90	11	104	1
34	O=C1C=CC(=O)N1Cc1ccccc1	-12	81	159*	94	72	54*	91	3
35	N#Cc1ccc(OCC(=O)NC2CCCCCC2)cc1	-6	105	103	102	105	11	102	0
36	COc1ccc(C(=O)CC(=O)C(=O)Nc2c(C)cccc2C)cc1	4	89	94	105	87	-8	92	2
37	Cc1ccc(C)c(NC(=O)CSc2nnc(-c3ccncc3)o2)c1	-15	110	112	101	112	16	92	2
38	CC1CCN(CCCNC(=O)c2ccc(N3CCCC3=O)cc2)CC1	-2	101	106	101	111	3	113	0
39	Cc1scc(C(=O)N/N=C/c2ccsc2)c1C	-3	103	100	97	99	-2	105	0
40	CCOc1ccc(NC(=O)CN(C)C(=O)c2ccccc2SCc2c(C)noc2C)cc1OCC	5	110	101	95	104	5	94	0
41	CCN(Cc1ccccc1)S(=O)(=O)c1ccc(C(=O)N2CCN(c3nc4ccccc4s3)CC2)cc1	-2	102	98	102	99	3	103	0
42	CCOC(=O)c1c(C)[nH]c(C)c1C(=O)COC(=O)C1CC(=O)N(CCc2ccccc2)C1 (stereo unspecified)	-5	101	103	93	99	2	95	0
43	Cc1cc(C)nc(/N=C(/NC(=O)c2ccccc2)Nc2ccccc2)n1	4	.	101[may fluoresce violet]	33*[may fluoresce violet]	?	9	444*[may fluoresce violet]	8
44	CC1CCN(c2ccc3nnc(CCC(=O)Nc4ccc(F)c(F)c4)n3n2)CC1	11	93	91	96	98	-5	101	0
45	CCOC(=O)C1(CCOc2ccccc2)CCN(Cc2ccc(OCC)c(CO)c2)CC1	-1	97	93	103	107	4	105	0
46	CC(=O)Nc1ccc(S(=O)(=O)N[C@@H](C)C(=O)OCc2cc([N+](=O)[O-])cc3c2OCOC3)cc1	0	110	99	110	112	7	106	3
47	O=C(CCN1C(=O)S/C(=C/c2ccc(F)cc2)C1=O)Nc1ccc(O)c(C(=O)O)c1	42	100	101	98	93	11	94	1
48	CCOC(=O)N1CCN(C(=O)CSc2ccc(Cl)cc2)CC1	-2	100	103	98	103	7	106	0
49	CN(C)c1c(N)[nH]c2c(c1=O)c(=O)n(C)c(=O)n2C	14	103	100	101	100	10	100	0
50	Nc1nonc1N1CCCCC1	-21	91	93	92	93	8	91	0
51	COc1ccc(CNC(=O)COC(=O)c2ccc(F)c(S(=O)(=O)N3CCCCC3)c2)cc1OC	-15	98	104	95	94	.	98	3
52	CCc1noc(C)c1C(=O)NC1CCCc2c1cnn2-c1cc(C)cc(C)c1 (stereo unspecified)	-8	101	88	98	101	34	95	3
53	O=C(N/N=C/c1ccccc1OC(=O)c1ccc2c(c1)OCO2)c1cccc(F)c1	2	99	93	97	95	5	100	1
54	COc1cc(-c2nc3n(n2)C(c2cccc(OC)c2OC)C2=C(CCCC2=O)N3)cc(OC)c1OC (stereo unspecified)	-15	99	89	95	103	6	97	3
55	CC1CCC(NC(=O)c2nn(C)c3c2CS(=O)(=O)c2ccccc2-3)CC1 (stereo unspecified)	-9	103	98	101	108	1	108	0
56	Cc1ccccc1OCCC(=O)Nc1ccc2c(C)cc(=O)oc2c1	-10	96	96	100	100	9	101	0
57	COC(=O)c1sc(NC(=S)NNC(=O)c2c(Br)c(C)nn2C)c(C(=O)OC)c1C	3	96	83	109	97	13	101	0
58	O=C(Nc1nnc(Cc2ccc(Cl)cc2)s1)c1ccco1	4	97	101	98	100	9	96	1
59	Cc1cccc(NC(=O)C(C)Oc2ccc(C)nc2[N+](=O)[O-])c1 (stereo unspecified)	3	83	96	92	92	-21	90	2
60	O=C(/C=C/c1ccc[nH]1)c1ccccc1	-8	105	107	104	103	-13	105	0
61	Cc1cc(O)c(NC(=O)c2cccc([N+](=O)[O-])c2)cc1C	7	101	104	97	100	-11	99	1
62	O=c1c(C(c2c(O)nc3n(c2=O)CCS3)c2cccc3ccccc23)c(O)nc2n1CCS2	4	82	87	92	77	-1	93	0
63	Fc1ccc(CN2C3=NCCN3c3ccccc32)cc1	-22	112	110	104	107	-2	97	5
64	OC(CN1CCN(c2ccccc2)CC1)Cn1c2ccccc2c2ccccc21 (stereo unspecified)	0	98	107	99	105	3	103	2
65	O=C(COC(=O)CCS(=O)(=O)c1ccc(Cl)cc1)NC1CCCCC1	2	105	90	105	.	4	97	1
